# Screening results as filed in PubChem.
# GLS inhibitor = inhibitors of human glutaminase (GLS). AID 624170. O94925. Potency, µM (doses to about 45.5 µM), for the others: top-dose activity change, negative = inhibition, most hits filed as inhibitors. 410,000 tested, 0.21% active. GLS enzymatic activity, qHTS titration; note: % is set by controls: 0 for no effect and ±100 for the full control effect
# Target sequence (O94925 whole entry, looked up): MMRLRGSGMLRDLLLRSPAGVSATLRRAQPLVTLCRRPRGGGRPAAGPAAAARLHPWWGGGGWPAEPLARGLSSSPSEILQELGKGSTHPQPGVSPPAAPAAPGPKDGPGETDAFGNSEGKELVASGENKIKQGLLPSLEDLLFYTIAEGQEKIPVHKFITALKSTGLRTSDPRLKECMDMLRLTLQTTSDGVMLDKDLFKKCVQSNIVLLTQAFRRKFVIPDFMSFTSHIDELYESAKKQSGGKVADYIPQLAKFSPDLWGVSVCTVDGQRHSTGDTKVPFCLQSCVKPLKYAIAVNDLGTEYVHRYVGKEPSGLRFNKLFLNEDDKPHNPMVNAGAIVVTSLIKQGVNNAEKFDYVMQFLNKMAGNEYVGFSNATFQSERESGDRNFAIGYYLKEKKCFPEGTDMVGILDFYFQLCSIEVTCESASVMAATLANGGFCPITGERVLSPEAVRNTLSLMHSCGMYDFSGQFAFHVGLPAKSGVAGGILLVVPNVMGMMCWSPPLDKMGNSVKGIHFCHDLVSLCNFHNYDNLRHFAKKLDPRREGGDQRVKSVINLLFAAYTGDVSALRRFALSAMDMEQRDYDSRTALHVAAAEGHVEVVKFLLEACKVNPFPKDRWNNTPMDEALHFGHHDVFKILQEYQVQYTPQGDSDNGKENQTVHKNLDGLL
#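 hKGA in 45 mM KH2PO4 (pH 8.2), 0.02% Tween-20 with compound, then 1mM L-Glutamine (stock as added) plus glutamate oxidase/HRP/Amplex red coupling mix. Fluorescence read initially and after 30 min at RT; signal change reflects glutamate formation.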
# RGS4 inh = blocks human RGS4-accelerated GTP hydrolysis | P49798 | Transcreener GDP fluorescence polarization, RGS4-accelerated GTP hydrolysis | Potency, µM (series often up to 114 µM), for inactives: at the highest dose activity change, negative = inhibition, most hits filed as inhibitors | 390,000 tested, 0.039% active | AID 504845; note: % is set by controls: 0 for no effect and ±100 for the full control effect; nearly all actives have a fitted effect of over 75% in size; some results filed as inactive show a strong effect at the top dose
# Target sequence (P49798 whole entry, looked up): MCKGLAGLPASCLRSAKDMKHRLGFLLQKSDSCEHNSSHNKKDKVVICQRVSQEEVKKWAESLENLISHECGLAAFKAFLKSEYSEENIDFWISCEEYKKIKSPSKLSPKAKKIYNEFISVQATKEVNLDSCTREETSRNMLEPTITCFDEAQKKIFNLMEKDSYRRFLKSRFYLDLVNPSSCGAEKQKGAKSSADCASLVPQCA
#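 MLSMR compounds (23 nl, pin-transferred) preincubated 10 min at room temperature with a 500nM (2x) first reagent, then RGS4 at 900nM (2x) plus Transcreener GDP mix added; fluorescence polarization (620/688 nm) read before and after 90 min at 30 °C.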
# Tb PGK inh = inhibitors of T. brucei phosphoglycerate kinase; 380,000 tested, 0.043% active; PGK/GAPDH coupled, Kinase-Glo luminescence, 60 min; Potency, µM (titrated, usually from 57.5 µM), inactives show top-dose activity change, negative = inhibition, most hits filed as inhibitors; P07378; note: % is set by controls: 0 for no effect and ±100 for the full control effect; nearly all actives have a fitted effect of over 60% in size
#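 Recombinant glycosomal PGK reaction used 1,3-bisphosphoglycerate generated in-well by GAPDH (100nM final) in 100mM TEA pH 7.6, 5mM MgCl2, 0.01% Tween-20. After 60 minutes at room temperature, ATP was read by Kinase-Glo Plus luminescence end-point.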
# JMJD2A Tudor = blocks the human JMJD2A Tudor domain. 390,000 tested, 4.4% active. Potency, µM (series often up to 114 µM), without a hit: top-dose activity change, negative = inhibition, most hits filed as inhibitors. O75164. AlphaScreen JMJD2A-Tudor / H3K4me3 peptide binding; note: % is set by controls: 0 for no effect and ±100 for the full control effect; nearly all actives have a fitted effect of over 50% in size
# HP1b chromo inh = blocks HP1-beta chromodomain binding to methylated histone tails; P83916; AlphaScreen HP1-beta / biotin-H3K9me3 peptide binding; Potency, µM (titrated, usually from 114 µM), without a hit: top-dose activity change, negative = inhibition, hits mostly inhibitors; 390,000 tested, 0.56% active; AID 540317; note: nearly all actives have a fitted effect of over 70% in size; inactives centre near 23
#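 Compound inhibition of the preformed complex between 50 nM HP1-beta and 50 nM biotinylated H3K9me3 peptide was read by AlphaScreen. Buffer was PBS pH 7.4 with 0.01% Tween-20. Incubations ran 30 min at room temperature, with 10 ug/mL donor/acceptor beads.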
# ERG-DNA inh = inhibitors of human ERG Ets domain-DNA interaction. fluorescence polarization, His-ERG Ets domain / labelled DNA. Potency, µM (series often up to 76.9 µM), for inactives: at the highest dose FP activity, negative = inhibition, usual class: inhibitors. 370,000 tested, 0.028% active. AID 624246; active = well fitted inhibition curve with a large enough effect in the polarisation, with a control signal flat; inconclusive = small, poorly fitted or top-dose-only effect, or effect the other way, or a change in a side signal; inactive = no such curve, though single readings can be large or run the other way; the % refers to the polarisation;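 note: polarization taken with two DNA probes labelled with fluorescein and Texas red; % of control where 0% means no effect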
#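 His-tagged ERG Ets domain (1 uM in the protein solution; 300mM KCl, 50mM Tris-HCl, 1mM EDTA, 1mM DTT, pH 7.5) received compound, then a probe mix of 5 nM fluorescein-DNA and 100nM Texas-615-DNA. Fluorescence polarization was read for both dyes.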
# ALOX12 inh = blocks human arachidonate 12S-lipoxygenase. P18054. purified 12hLO, xylenol orange hydroperoxide absorbance. Potency, µM (highest dose often 108 µM), for inactives: top-dose activity change, negative = inhibition, actives largely listed as inhibitors. 580,000 tested, 1.1% active. AID 1671190; note: % is set by controls: 0 for no effect and ±100 for the full control effect
#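 Purified human 12hLO (150 nM final) in 25 mM Hepes, 0.01% Triton X-100, pH 7.0 was preincubated 15 min at room temperature with compound. Then 40 uM arachidonic acid was added, 30 min. Hydroperoxide was read by Fe-XO absorbance ratio 573/405 nm.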
# rTrxR1 inhibitor = rat TrxR1 inhibition; O89049; recombinant rTrxR1, NADPH fluorescence consumption, selenite substrate; Potency, µM (highest dose often 114 µM), for the others: at the highest dose activity change, negative = inhibition, actives largely listed as inhibitors; 390,000 tested, 1% active; AID 588453; note: % is set by controls: 0 for no effect and ±100 for the full control effect; nearly all actives have a fitted effect of over 65% in size
#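 Rat TrxR1 (90 nM in the dispensed reagent) was pre-reduced with 400 uM NADPH for 5 min at room temperature, then incubated with compound for 15 min. After 400 uM selenite was added, NADPH fluorescence (Ex 340/Em 450 nm) was followed for 8 min.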
# Pin1 inhibitor = blocks the human prolyl isomerase Pin1; Q13526; Pin1 FP peptide displacement, HiFluor488, 10 min; Potency, µM (series often up to 115 µM), for the others: top-dose activity, negative = inhibition, hits mostly inhibitors; 390,000 tested, 0.009% active; active = well fitted inhibition curve with a large enough effect in the polarisation, with a control signal flat, not every such curve was filed as active; inconclusive = small, poorly fitted or top-dose-only effect, or effect the other way, or a change in a side signal; inactive = no such curve, though single readings can be large or run the other way; the % refers to the polarisation; note: % is set by controls: 0 for no effect and ±100 for the full control effect
# Target sequence (Q13526 whole entry, looked up): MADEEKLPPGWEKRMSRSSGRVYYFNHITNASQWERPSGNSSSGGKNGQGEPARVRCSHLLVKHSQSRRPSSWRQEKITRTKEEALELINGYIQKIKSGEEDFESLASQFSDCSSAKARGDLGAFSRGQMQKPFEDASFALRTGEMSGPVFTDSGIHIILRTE
# The depositor's hits bear a star; i = inactive; ? = inconclusive; / = not tested or not shown; & = joins results of further samples; [ ] = dose if it differs, or a comment. Unless noted, calls come from the whole dose curve; as a rule, active = well fitted curve in the direction sought with a large enough effect; inconclusive = small, poorly fitted or top-dose-only effect, or another doubt; inactive = no such curve, though single readings can be large; an effect the other way counts as inactive or inconclusive. Potency is the fitted concentration of half-maximal effect. This is a subset; rates above refer to the full screens.
# The first three entries (preview)
structure,GLS inhibitor,RGS4 inh,Tb PGK inh,JMJD2A Tudor,HP1b chromo inh,ERG-DNA inh,ALOX12 inh,rTrxR1 inhibitor,Pin1 inhibitor
CC1CCCCN1CC(=O)Nc1ccccc1Sc1ccccc1 (centres undefined),-11%,-17%,-1%,51%[activator],100%[activator],3%,-16%,-3%,1%
COc1ccc(NC(=O)CC2C(=O)NCCN2C(=O)c2ccccc2)cc1 (centres undefined),-2%,-1%,-1%,-8%,24%,-7%,?,-9%,-1%
COc1ccc2c(c1)C(C)CC(C)(C)N2C(=O)NC1CCCCC1 (centres undefined),28%,-46%,-8%,-31%,-11%,10%,-12%,25%,-2%

# The listing (from the top)
structure,GLS inhibitor,RGS4 inh,Tb PGK inh,JMJD2A Tudor,HP1b chromo inh,ERG-DNA inh,ALOX12 inh,rTrxR1 inhibitor,Pin1 inhibitor
CC1CCCCN1CC(=O)Nc1ccccc1Sc1ccccc1 (centres undefined),-11%,-17%,-1%,51%[activator],100%[activator],3%,-16%,-3%,1%
COc1ccc(NC(=O)CC2C(=O)NCCN2C(=O)c2ccccc2)cc1 (centres undefined),-2%,-1%,-1%,-8%,24%,-7%,?,-9%,-1%
COc1ccc2c(c1)C(C)CC(C)(C)N2C(=O)NC1CCCCC1 (centres undefined),28%,-46%,-8%,-31%,-11%,10%,-12%,25%,-2%
NC(=O)c1nsc(C(=O)N(c2cccc(F)c2)C(C(=O)NCC2CCCO2)c2c[nH]c3ccccc23)c1N (centres undefined),0%,3%,-4%,-25%,-1%,-3%,-32%,?,10%
CCCSc1nc2c(cnn2-c2ccc(F)cc2)c(=O)[nH]1,-8%,-18%,-7%,-19%,18%,5%,-13%,11%,-4%
Cc1ccc(S(=O)(=O)N[C@@H](CC(C)C)C(=O)N2CCC(C(=O)N[C@@H](Cc3ccccc3)C(=O)O)CC2)cc1,-5%,3%,-6%,-5%,28%,13%,27%,29%,-10%
COc1cc(C2SCC(=O)N2c2nnc(C34CC5CC(CC(C5)C3)C4)s2)cc(OC)c1OC (centres undefined),4%,-8%,-5%,-25%,40%[activator],/,0%,18%,3%
Cc1ccc(C(=O)Nc2nc3nc(-c4ccccc4)cc(=O)n3[nH]2)cc1,-2%&2%,-8%&-12%,-9%&-3%,-2%&-25%,64%&40%[activator],4%&0%,?,5%&7%,?
COc1cc(/C=N/NC(=O)c2nc(-c3ccccc3)n(-c3ccccc3)n2)ccc1O,14%,-11%,-2%,-24%,5%,-4%,21%,-12%,-1%
CCCOc1ccc(C(=O)CCNc2ccc(C)c(Cl)c2)cc1,8%,34%,/,-5%,18%,/,5%,-18%,4%
CCC(C)c1ccc(NC(=O)CC(C)=O)cc1 (centres undefined),7%,-21%,-8%,-4%,32%,4%,-11%,8%,3%
COc1ccc2nc(-n3c(O)c(C4=c5ccccc5=NC4=O)[nH]c3=S)sc2c1,-14%,-51%,?,?,?,-2%,-27%,1%,/
O=C(Cc1ccc([N+](=O)[O-])cc1)N1CCN=C1SCc1ccccc1,11%,-18%,2%,-20%,10%,-11%,-19%,14%[57.1 µM],3%
COc1cc(/C=N/N2CCN(c3ccccc3)CC2)cc(OC)c1OC(C)=O,14%,24%,-10%,56µM*,?,2%,0%,8%,2%
O=C(Nc1nccs1)c1ccc(Cl)nc1,4%,16%,-4%,-5%,37%,5%,-20%,21%,-1%
CSc1ccccc1C(=O)NC1CC2CCC1C2 (centres undefined),-4%,10%,-5%,15%,23%,-2%,0%,8%[57.1 µM],-2%
O=C(Cc1cccc(NC(=O)C2CCN(C(=O)C3CC3)CC2)c1)Nc1cccc(C(=O)N2CCCCC2)c1,-9%,0%,-2%,1%,50%[activator],1%,-3%,3%,-2%
CCOC(=O)c1ccc(NS(=O)(=O)c2cc3c(cc2C)n(C)c(=O)c(=O)n3C)cc1,7%,1%,-9%,-6%,32%,-5%,-5%,-15%,-8%
Cc1ccc(C(=O)N(CN2CCCC2=O)c2ccccc2)cc1,4%,19%,9%,-5%,13%,-4%,18%,-9%,1%
Cc1onc(-c2c(F)cccc2Cl)c1C(=O)NCc1ccc(S(N)(=O)=O)cc1,1%,14%,-1%,1%,25%,-5%,49%[activator],6%,2%
COc1ccc(N2CCN(C3CCCN(C(=O)c4cccc(C)n4)C3)CC2)cc1 (centres undefined),34%[activator],?,-1%,3%,14%,-13%,15%,13%,-1%
O=C(Nc1ccc([N+](=O)[O-])cc1)c1cncc(Br)c1,1%,-21%,/,-4%,56%[activator],4%,-16%,14%,14%
CC(=O)n1cc(C2C(=O)CC(C)(C)CC2=O)c2ccccc21,-2%,-15%,-2%,-25%,26%,7%,-20%,-20%,-15%
Cc1ccccc1-c1nc(CS(=O)CC(=O)NCc2ccccc2)c(C)o1 (centres undefined),2%,-43%,i,-29%,19%,3%,-1%,-53%,0%
Cc1cc(N)n(-c2ccc(S(N)(=O)=O)cc2[N+](=O)[O-])n1,-5%,7%,-9%,-22%,3%,11%,-10%,8%[57.1 µM],1%
COc1cccc(CNC(=O)CCC2CCCN(C(=O)c3cc4ccccc4o3)C2)c1 (centres undefined),-3%,42%,-6%,-9%,31%,0%,0%,14%,0%
COc1ccc2c(c1OC)C(=O)N1c3ccccc3C(=O)N(c3ccccc3)C21 (centres undefined),-6%,36%,-2%,-6%,23%,2%,192%[activator],7%,-8%
CCCCSCCCNC(=O)CN1C(=O)COc2ccc(S(=O)(=O)N3CCCC3)cc21,-6%,-5%,-2%,-3%,40%[activator],-1%,0%,-1%,6%
Cc1ccc(C(=O)c2oc3ccccc3c2NC(=O)COc2ccc(Cl)c(C)c2)cc1,-2%,-1%,9%,-9%,20%,5%,-26%,31%,0%
COc1cccc(CNC(=O)c2ccc(Cl)c(NC3=NC4CS(=O)(=O)CC4S3)c2)c1 (centres undefined),-9%,-16%[56.9 µM],i,-21%,76%[activator],-1%,-2%,24%,3%
COc1cccc(-c2nc(CS(=O)(=O)c3ccccc3)no2)c1,-3%,10%,-1%,-3%,17%,-20%,-24%,11%[57.1 µM],-5%
COc1ccccc1NC(=O)c1cc2ccccc2o/c1=N\O,-17%,?,-8%,?,-7%,0%,453%[activator],0%,?
O=C(CCN1C(=O)C2C3CCC(C3)C2C1=O)Nc1ccc(Cl)cc1Cl (centres undefined),-3%,12%,1%,-5%,11%,-3%,-7%,11%[57.1 µM],0%
O=C(c1cc2ccccc2c(=O)o1)N1CCCc2ccccc21,-3%,-16%,-4%,14%,29%,-6%,428%[activator],5%,1%
CCN(CC)S(=O)(=O)c1ccc(OC)c(NC(=O)OCc2ccccc2)c1,21%,-11%,1%,2%,43%,-1%,7%,17%[57.1 µM],1%
COc1cccc(C(=O)Nc2ccc(N3CCN(C(=O)c4cccs4)CC3)cc2)c1,-2%,-9%,4%,-27%,-7%,3%,?,8%[57.1 µM],-1%
CC(=O)N1CC[n+]2c(-c3ccc([N+](=O)[O-])cc3)csc21,-5%,?,-4%,7.9µM*,10µM*,-9%,-121%,4%,-2%
COc1ccc(Oc2c(C)oc3c(CN4CCOCC4)c(O)ccc3c2=O)cc1,18%,4%,-9%,-13%,14%,6%,0%,-20%,-1%
COc1ccc(Cn2nnnc2C(c2cccs2)N2CCN(c3ccc([N+](=O)[O-])cc3)CC2)cc1 (centres undefined),3%,-4%[11.4 µM],-10%,-26%[57.1 µM],28%,2%,1%,11%[57.1 µM],25%
CN(C(=O)c1ccc(NC(=O)Cc2cccc(NC(=O)C3CCN(C(=O)C4CCCC4)CC3)c2)cc1)C1CC1,4%,1%,i,-14%,37%,-5%,?,7%,0%
Cn1c(=O)c2c(nc(CN3CCN(Cc4ccccc4)CC3)n2Cc2ccc(F)cc2)n(C)c1=O,1%,17%,-4%,-27%,11%,5%,5%&3%,6%[57.1 µM],1%
Cc1ccc(CSc2nnc(CCNC(=O)OC(C)(C)C)o2)cc1,0%&5%,39%&-5%,-3%&-3%,9%&-14%,40%&75%[activator],11%&3%,-19%&-14%,14%&21%,3%&-2%
C=CCOc1c(Br)cc(CNn2c(C)n[nH]c2=S)cc1OCC,29%,-21%,i,?,23%,-2%,?,4%[57.1 µM],-3%
CCOC(=O)c1[nH]c(C)c(C(=O)NC2CCN(C(=O)OCC)CC2)c1C,-11%,-10%,-10%,4%,40%[activator],-10%,0%,-9%,-2%
CCC1(c2ccc(F)cc2)NC(=O)N(CC(=O)N2c3ccccc3NC(=O)CC2C)C1=O (centres undefined),2%,-8%,-4%,-2%,14%,-4%,338%[activator],16%,-8%
COc1ccc(Cc2nnc(NC(=O)Nc3ccc(C)cc3)s2)cc1OC,-5%,-23%,/,-24%,25%,8%,-20%,17%,9%
COc1ccccc1N1C(=O)CC(Nc2ccc(N3CCOCC3)cc2)C1=O (centres undefined),27%,-39%,-11%,?,?,14%,-9%,7.9µM*,6%
CCOc1ccc(OCCCC(=O)Nc2cc(S(=O)(=O)N3CCOCC3)ccc2N2CCOCC2)cc1,0%,7%,3%,-15%,22%,-12%,?,31%,1%
